Compound activity: PubChem BioAssay, several laboratories
FadD28 binding = M. tuberculosis FadD28 bisubstrate binding inhibition | FadD28 bisubstrate probe binding, fluorescence polarization | inhibition, % at 12.5 µM | 360,000 compounds, 0.22% hits; in the data active means inhibition above about 8.5%, passing the limit was not always enough; inconclusive means no clear call, values can overlap the other calls
GDH-TPI inh = GDH-TPI coupled enzyme inhibition counter-screen; 360,000 compounds, 1.2% hits; inhibition, % at 4.8 µM; GDH-TPI coupled enzyme counterscreen, NADH absorbance; AID 588335; in the data active means inhibition above about 30%;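 further: 0% = DMSO wells and 100% = wells lacking the enzyme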
PfHsp40 rescue = compounds rescuing yeast from Plasmodium falciparum HSP40 toxicity. S. cerevisiae expressing PfHsp40, growth rescue, ATP luminescence. growth rescue, % at 12.5 µM. 340,000 compounds, 0.68% hits. AID 504582; in the data active means growth rescue above about 28%, passing the limit was not always enough; inconclusive means no clear call, values can overlap the other calls;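 further: yeast W303a lacking pdr1 and pdr3 grown in galactose medium; growth measured after three days at 30 °C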
Anthrax LF prot = blocks Bacillus anthracis lethal factor protease; P15917; multiplex microsphere protease cleavage assay, LF; 360,000 compounds, 0.12% hits; inhibition, % at 10 µM; AID 588501; further: plate controls were buffer without enzyme for full effect and enzyme alone for no effect
Mtb BioA inh = inhibitors of Mycobacterium tuberculosis BioA enzyme. inhibition, % at 9.99 µM. 360,000 compounds, 0.096% hits. purified M. tuberculosis BioA enzyme, plate reader; in the data active means inhibition above about 40%; inconclusive means no clear call, values can overlap the other calls
Mtb FBA inh = inhibitors of M. tuberculosis fructose-bisphosphate aldolase; inhibition, % at 1 µM; P9WQA3; 360,000 compounds, 2.3% hits; purified M. tuberculosis FBA, fluorescence read-out; in the data active means inhibition above about 27%;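 further: 0% = vehicle and 100% = reference inhibitor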
Target sequence (P9WQA3 whole entry, looked up): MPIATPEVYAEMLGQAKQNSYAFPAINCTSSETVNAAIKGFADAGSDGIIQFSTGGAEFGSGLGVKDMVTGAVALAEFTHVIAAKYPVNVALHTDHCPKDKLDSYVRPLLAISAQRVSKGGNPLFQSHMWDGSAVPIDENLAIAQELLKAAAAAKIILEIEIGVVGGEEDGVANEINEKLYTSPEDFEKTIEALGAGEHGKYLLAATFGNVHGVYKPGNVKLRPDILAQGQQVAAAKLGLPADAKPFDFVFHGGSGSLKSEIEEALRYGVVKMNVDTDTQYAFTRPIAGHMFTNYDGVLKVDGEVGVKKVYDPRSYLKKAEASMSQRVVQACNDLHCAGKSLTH
BoNT A protease = blocks Botulinum neurotoxin A light chain protease; multiplex microsphere protease substrate cleavage, flow cytometry; inhibition, % at 10 µM; 360,000 compounds, 0.17% hits; AID 588499; further: plate controls were buffer without enzyme for full effect and enzyme alone for no effect
Mtb UGM inh = inhibitors of M. tuberculosis UDP-galactopyranose mutase; purified UGM, fluorescence polarization probe displacement; inhibition, % at 10 µM; 320,000 compounds, 0.06% hits; in the data active means inhibition above about 10%, passing the limit was not always enough; inconclusive means no clear call, values can overlap the other calls
Target sequence (P9WIQ1 whole entry, looked up): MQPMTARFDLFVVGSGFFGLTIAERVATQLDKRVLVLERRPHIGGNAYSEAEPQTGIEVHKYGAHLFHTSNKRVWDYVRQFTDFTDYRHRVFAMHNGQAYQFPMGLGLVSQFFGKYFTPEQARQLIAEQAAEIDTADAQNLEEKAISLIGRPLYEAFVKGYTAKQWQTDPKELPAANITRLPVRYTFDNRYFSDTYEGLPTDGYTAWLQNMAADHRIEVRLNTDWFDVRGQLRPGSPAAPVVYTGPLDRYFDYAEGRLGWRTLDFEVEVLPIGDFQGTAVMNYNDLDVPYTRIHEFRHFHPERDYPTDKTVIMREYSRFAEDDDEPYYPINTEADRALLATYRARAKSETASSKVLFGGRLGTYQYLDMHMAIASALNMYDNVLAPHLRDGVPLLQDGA
BoNT F protease = blocks Botulinum neurotoxin F light chain protease; Multiplex microsphere protease cleavage assay, flow cytometry; inhibition, % at 10 µM; 360,000 compounds, 0.22% hits; AID 588497; in the data active means inhibition above about 35%, passing the limit was not always enough; inconclusive means no clear call, values can overlap the other calls; further: plate controls were buffer without enzyme for full effect and enzyme alone for no effect
Numbers without * were called inactive; ? = inconclusive; . = no result given; & = joins results of further samples. Unless noted, no stated cut-off is given here; in the data, active means inhibition above about 30%; inconclusive means no clear call, values can overlap the other calls; inactive means below that. This is a random part of the collection; 4.7% or so of the library scored in one or more.

SMILES | FadD28 binding | GDH-TPI inh | PfHsp40 rescue | Anthrax LF prot | Mtb BioA inh | Mtb FBA inh | BoNT A protease | Mtb UGM inh | BoNT F protease
O=C(C1COc2ccccc2O1)N1CCN(c2ccccc2Cl)CC1 (configuration not stated) | 0.3 | 12 | 35* | -3 | . | 2 | -5.4 | 0.6 | -7
COc1ccc(NC(=O)CN2C(=O)NC3(CCCc4ccccc43)C2=O)c(OC)c1 (configuration not stated) | -0.9 | 2 | -0.5 | 0 | -1.0 | -3 | 0.5 | -0.7 | 8
CC(C)N(Cc1nnc(-c2ccccc2Cl)o1)C(=O)COc1cccc(Cl)c1 | -2.2 | 10 | . | 1 | -0.2 | 6 | -0.1 | . | -4
CC(C)Sc1nc2c([nH]c3ccccc32)c(=O)n1C | -1.3 | 12 | -0.4 | -3 | . | 1 | 0.3 | -0.2 | -2
CN(Cc1cn[nH]c1-c1ccc(-c2ccccc2)cc1)CC1CCOCC1 | -4.3 | 4 | -0.5 | -2 | 1.1 | -1 | 0.3 | 0.1 | -1
O=C(O)c1cc(-c2ccc(/C=C3\NC(=O)N(c4ccc(Cl)cc4)C3=O)o2)ccc1Cl | 10* | 4 | 1.0 | -1 | . | 6 | 0.4 | 1.4 | -6
C/C(CC(=O)Nc1ccc(C)c(Cl)c1)=N\NC(=O)c1cccc(O)c1 | -1.8 | 6 | 1.4 | -10 | -2.0 | -1 | -8.8 | 4.8 | ?
C[C@@H]1CN([C@@H](C)CO)C(=O)c2cc(NC(=O)C3CC3)ccc2O[C@@H]1CN(C)Cc1ccc(Cl)c(Cl)c1 | -8.9 | 6 | -1.0 | -2 | -3.9&11 | 1 | -0.9 | 1.1 | -8
C=CCN(Cc1ccc(OC)c(OC)c1)C(=O)c1cc2cc(F)ccc2[nH]1 | . | 4 | 0.2 | -2 | 3.2 | 0 | -0.5 | 1.8 | -10
O=C(COC(=O)c1ccco1)Nc1cc(S(=O)(=O)N2CCCCC2)ccc1Cl | -3.4 | -1 | 0.5 | -3 | 0.5 | -1 | -0.1 | 0.1 | -2
Cc1cccc(C)c1OCC(=O)N/N=C/c1ccc2c(c1)OCO2 | -2.8 | 18 | 0.5 | -1 | -1.7 | -3 | -0.5 | 2.0 | -2
CN(Cc1c(F)cccc1Cl)C(=O)CNC(=O)c1cccs1 | 0.2 | 0 | 1.0 | -2 | -0.4 | 3 | 2.4 | -0.8 | 2
Cc1cc(NC(=O)c2cccc(C)c2[N+](=O)[O-])no1 | -1.9 | 8 | 0.6 | -4 | -0.9 | 1 | 2.4 | 4.5 | 7
CCCCN1C(=O)N(CCc2ccc(F)cc2)S(=O)(=O)c2cc(C(F)(F)F)ccc21 | -4.3 | -6 | 3.0 | -5 | -0.9 | -1 | 0.0 | . | -6
Cc1ccc(SC(C)C(=O)N2CCCC2)cc1 (configuration not stated) | 0.2 | 6 | 1.5 | 1 | 2.3 | -2 | 0.3 | 1.6 | -8
Cc1nnc(SCC(=O)Nc2sc3c(c2C(=O)c2ccccc2)CCCC3)s1 | -3.4 | -6 | 1.2 | 5 | 1.8 | -1 | -0.2 | 1.4 | -3
COc1ccccc1N1CCN(C2CCCN(Cc3ccccc3OCCO)C2)CC1 (configuration not stated) | -1.2 | -2 | -1.1 | -4 | -1.7 | -3 | 0.4 | 0.9 | ?
COc1ccc(Nc2ncnc3sc(-c4ccccc4)cc23)c(OC)c1 | -2.9 | 19 | 5.3 | -5 | . | 11 | -0.4 | 7.0 | 3
CCOC(=O)Cn1cc(C#N)c2cccc(CC)c21 | -0.4 | 0 | 0.1 | 8 | -3.0 | -1 | 0.6 | 1.9 | 2
CC[C@H](C)NC(=O)CCCCCn1c(=S)[nH]c2c([nH]c3ccc(OC)cc32)c1=O | 1.3 | 2 | -1.1 | -2 | . | 4 | -0.5 | 1.9 | -4

Structures from the list above that contain an aryl thioether with sulfur outside any ring (3):
SMILES | FadD28 binding | GDH-TPI inh | PfHsp40 rescue | Anthrax LF prot | Mtb BioA inh | Mtb FBA inh | BoNT A protease | Mtb UGM inh | BoNT F protease
CC(C)Sc1nc2c([nH]c3ccccc32)c(=O)n1C | -1.3 | 12 | -0.4 | -3 | . | 1 | 0.3 | -0.2 | -2
Cc1ccc(SC(C)C(=O)N2CCCC2)cc1 (configuration not stated) | 0.2 | 6 | 1.5 | 1 | 2.3 | -2 | 0.3 | 1.6 | -8
Cc1nnc(SCC(=O)Nc2sc3c(c2C(=O)c2ccccc2)CCCC3)s1 | -3.4 | -6 | 1.2 | 5 | 1.8 | -1 | -0.2 | 1.4 | -3

Continuation:
SMILES | FadD28 binding | GDH-TPI inh | PfHsp40 rescue | Anthrax LF prot | Mtb BioA inh | Mtb FBA inh | BoNT A protease | Mtb UGM inh | BoNT F protease
Fc1ccccc1-n1c(-c2ccc3ccccc3n2)n[nH]c1=S | -1.2 | 10 | 0.5 | -3 | 0.5 | 5 | -1.6 | -0.1 | -1
Cn1c(SCC(=O)N2CCCC2)nnc1-c1ccc2c(c1)OCO2 | -2.4 | -3 | -0.4 | 1 | -0.4 | -5 | 0.1 | 3.4 | 0
COc1ccc2c(c1)c(CC(=O)O)c(C)n2C(=O)c1ccc(Cl)cc1 | -7.3 | 9 | -1.0 | -2 | -0.2 | 3 | -0.4 | 1.2 | -7
CN1CCN(C(=S)Nc2cccc(S(=O)(=O)N(C)C)c2)CC1 | -2.2 | -1 | -0.1 | -3 | . | 5 | -0.9 | -1.6 | -2
C[C@H](NC(=O)c1[nH]cnc1C(=O)Nc1ccc(Cl)cc1)c1ccccc1 | -10 | -3 | 1.6 | 6 | -4.3 | -2 | -0.2 | -2.3 | -3
O=c1c2ccccc2nc(CBr)n1-c1ccc(Cl)cc1 | -0.7 | 15 | . | 4 | -5.9 | 2 | -0.2 | . | 4
CC(CCO)Nc1nc2c(c(=O)n(C)c(=O)n2C)n1Cc1cccc(Br)c1 (configuration not stated) | 1.1 | 0 | -0.1 | -2 | -0.5 | -2 | -0.9 | -2.5 | -4
O=C1c2ccccc2C(=O)C12OC2c1cccc2ccccc12 (configuration not stated) | -1.6 | 8 | -0.4 | 1 | . | -4 | 1.8 | -1.5 | 1
O=C(Nc1nnc(S(=O)(=O)N2CCCCCC2)s1)c1ccccc1Cl | -1.7 | 8 | 2.2 | 0 | 0.1 | 0 | 0.5 | -2.4 | -4
Cc1ccccc1-n1c(SCC(=O)NCC2CCCO2)nc2c([nH]c3ccccc32)c1=O (configuration not stated) | -0.5 | 7 | 1.0 | 3 | 1.8 | 2 | 2.4 | -0.7 | -3
CCN1CCN(C(=O)c2cc(COc3ccc(F)c(F)c3)on2)[C@@H](C)C1=O | -0.2 | 8 | . | -2 | -0.5 | -2 | -0.1 | . | 2
OCCCNc1nc(-c2ccccc2)c2cc(Br)ccc2n1 | -2.4 | 0 | 3.1 | -6 | -1.3 | 13 | -0.5 | 2.1 | -8
CC(=O)n1cc(/C=N/NC(=O)c2ccc(Cl)cc2)c2ccccc21 | -1.1 | 24 | . | -5 | -0.5 | 1 | -0.9 | -0.4 | -6
COC(=O)C1=C(C)N(c2ccc(OC)c(OC)c2)C(=O)C1 | 0.6 | 11 | -0.3 | -4 | -5.7 | 6 | 0.4 | 0.1 | -6
O=C(Nc1ccc([N+](=O)[O-])cc1)c1cccc(S(=O)(=O)Nc2cccnc2)c1 | -4.5 | 10 | 0.1 | 0 | 0.1 | -2 | 1.1 | -1.2 | 2
CCCn1c(CN2CCN(C(=O)OCC)CC2)nc2cc([N+](=O)[O-])ccc21 | -2.9 | 14 | -1.4 | -16 | 2.9 | 4 | -3.8 | 1.3 | -1
Cc1ccc2nc3ccc(N4CCN(C)CC4)nn3c(=O)c2c1 | -1.3 | 18 | 0.2 | -4 | -0.1 | 14 | -0.2 | 0.2 | -16
Cc1ccc(S(=O)(=O)N(C)C)cc1NC(=O)CCCNC(=O)c1ccc(Cl)cc1 | -4.7 | 1 | 0.1 | 8 | 0.3 | 0 | 1.4 | 1.3 | -16
CCOc1cc(OCC)cc(C(=O)NCCCN2CCOCC2)c1 | -0.6 | -1 | -1.3 | 2 | -0.1 | 1 | -0.7 | -3.5 | -6
CC1CCC2(CC1)NC(=O)N(CC(=O)Nc1cccc(S(=O)(=O)N3CCCCC3)c1)C2=O (configuration not stated) | -1.1 | 4 | 0.0 | -8 | -1.3 | 3 | -1.0 | 1.7 | -9
Cc1cc(C(=O)NNC(=S)NCc2ccco2)n(C)n1 | -0.7 | 8 | -0.8 | -1 | . | -1 | -0.2 | 2.3 | -4
Cc1ccn2c(=O)nc(SCC(=O)NCc3ccc(F)cc3)nc2c1 | -0.8 | 14 | 0.6 | -20 | -0.9 | 8 | -71 | 2.7 | -102
Nc1ccc(NS(=O)(=O)c2ccccc2)cc1 | -2.7 | -1 | -1.7 | -5 | 1.3 | -1 | -0.5 | 3.2 | -12
CCCCN(C(=O)/C=C/c1ccco1)c1c(N)n(CC(C)C)c(=O)[nH]c1=O | 1.0 | 2 | -0.2 | -5 | . | 4 | -0.7 | 3.2 | -3
CCN(C(=O)COC(=O)CSc1ccc(C)c(C)c1)C1CCS(=O)(=O)C1 (configuration not stated) | 0.1 | 2 | -0.8 | 0 | 0.2 | -2 | -2.0 | -0.4 | -11
CCCc1cc(=O)n2[nH]c(-c3cccc(Br)c3)cc2n1 | -1.1 | 11 | 0.1 | -9 | -1.7 | 7 | -2.7 | -0.2 | -4
CN1CC2CCCC3(C1)C(=O)NC1(CCCCC1)N=C23 (configuration not stated) | -0.2 | 7 | 0.2 | -1 | 1.1 | 1 | 0.4 | 1.2 | -8
CSc1ncccc1C(=O)OCC(=O)N1CCN(S(=O)(=O)c2ccc(C)cc2C)CC1 | -1.7 | 3 | 3.2 | -1 | -1.2 | 1 | -5.9 | 0.1 | -12
CC(=O)Nc1cccc(C(=O)NC2CCCc3c2cnn3-c2ccc(C(C)(C)C)cc2)c1 (configuration not stated) | 1.1 | 11 | 0.4 | -3 | 1.5 | -5 | -2.5 | -1.6 | -7
N#Cc1cccc(C(=O)OCc2cccc(S(=O)(=O)N3CCOCC3)c2)c1 | -3.9 | 0 | 1.4 | -2 | . | -1 | -2.3 | . | 1
O=[N+]([O-])c1ccc(CS(=O)c2ccccc2)cc1 (configuration not stated) | -2.4 | 0 | 0.0 | 0 | . | -1 | -0.5 | . | -4
CCOC(=O)c1sc2ccc(S(=O)(=O)N3CCCCC3)cc2c1N | -1.9 | 15 | 0.1 | 3 | 0.2 | 8 | 5.6 | 0.7 | 5
Cc1[nH]c2ccccc2c1/C=N/NC(=O)Cc1cccs1 | -3.6 | 12 | 0.1 | -4 | 1.3 | 0 | -1.0 | -2.9 | -6
CCOC(=O)c1[nH]c(C)c(C(=O)OCc2ccc(C)cc2)c1C | 0.3 | -6 | -0.4 | 0 | 2.6 | 0 | 1.5 | -3.1 | 0
Cc1ccc(C)c(NC(=O)CCC(=O)N/N=C/c2cc([N+](=O)[O-])ccc2O)c1 | -1.2 | 18 | -1.7 | -3 | 0.9 | -4 | -1.8 | -0.1 | -1
Cc1ccc(C)c(OCC(=O)Nc2ccc(S(=O)(=O)N3CCN(C)CC3)cc2)c1 | -3.4 | -1 | 0.9 | -3 | 0.4 | 0 | 0.3 | 3.0 | ?
Cc1ccc(-n2c(C)nc3c(cnn3-c3ccc(F)cc3)c2=O)cc1 | -3.5 | -9 | -0.1 | 8 | 2.3 | -14 | 1.5 | 0.1 | ?
CNc1cncc(-c2ccc(OC)cc2)n1 | -0.5 | 19 | . | -8 | 0.6 | 172* | -0.4 | . | -4
